Mdm2 ligase inh – inhibitors of human Mdm2 E3 ubiquitin ligase; signal enhancement, % at 5 µM; actives 0.11% (n = 210,000); cell-based MDM2 ubiquitination luciferase reporter, 2 h; 0 = plate control, 100 = twice control, blank-subtracted; Q00987;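 active means signal enhancement of 30% or more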;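 further: luminescence tracks abundance of the self-degrading MDM2-luciferase fusion protein; higher signal means inhibition of MDM2 E3 ligase activity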
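Material: Stable MDM2–luciferase fusion reporter cells | Amount: 2000 cells seeded into each well | Dosing: One concentration, 5 µM, with 0.2% DMSO | Incubation: 4 h cell settling then 2 h compound exposure, 37 °C | Measured by: Luciferase luminescence | Read-out basis: % enhancement relative to plate controls after blank subtraction | Benchmarks: Control and blank well means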
KLK5 inh – kallikrein 5 (human) inhibition; Q9Y337; recombinant hK5, fluorogenic AMC substrate cleavage; inhibition, % at 5 µM; actives 0.59% (n = 210,000); AID 873;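 active means inhibition of 40% or more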;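 further: 0% = enzyme controls without compound and 100% = no-enzyme blanks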
Target sequence (Q9Y337 67-293 limits assumed): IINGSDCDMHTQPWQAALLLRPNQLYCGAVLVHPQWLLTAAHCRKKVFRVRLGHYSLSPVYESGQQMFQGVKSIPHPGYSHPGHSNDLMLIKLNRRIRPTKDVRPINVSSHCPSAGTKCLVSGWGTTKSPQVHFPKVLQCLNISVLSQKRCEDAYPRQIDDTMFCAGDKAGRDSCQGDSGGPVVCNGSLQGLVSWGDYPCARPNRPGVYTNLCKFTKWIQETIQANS
p97 ATPase inh – human p97 ATPase inhibition; AID 1481; inhibition, % at 8 µM; actives 0.42% (n = 220,000); recombinant p97 ATPase, Kinase-Glo ATP luminescence, 3 h; in the data active means inhibition above about 15%;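 further: 0% = DMSO vehicle and 100% = wells lacking enzyme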
FXIIa inh – factor XIIa (human) inhibition | P00748 | purified FXIIa, Boc-QGR-AMC fluorogenic substrate, 2 h | inhibition, % at 5 µM | actives 0.3% (n = 220,000); in the data active means inhibition above about 40%;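 further: 0% = enzyme with no compound and 100% = blank without enzyme; many of its hits are not listed in these tables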
Wee1 degr inh – human Wee1 degradation inhibition, primary screen | actives 1.2% (n = 220,000) | AID 1321 | reporter increase, % at 5 µM | HeLa Luc-Wee1K328M stability, luciferase luminescence; 100% = proteasome inhibitor MG132 effect;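 active means activation above the mean of all tested compounds plus 3 SD, set per screening run, cut at about 8.8% in these data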;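 further: cells exposed to compound for 20 h before luminescence read; 0% = DMSO alone and 100% = MG132 at 30 µM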
Target sequence (P30291 whole entry K328M): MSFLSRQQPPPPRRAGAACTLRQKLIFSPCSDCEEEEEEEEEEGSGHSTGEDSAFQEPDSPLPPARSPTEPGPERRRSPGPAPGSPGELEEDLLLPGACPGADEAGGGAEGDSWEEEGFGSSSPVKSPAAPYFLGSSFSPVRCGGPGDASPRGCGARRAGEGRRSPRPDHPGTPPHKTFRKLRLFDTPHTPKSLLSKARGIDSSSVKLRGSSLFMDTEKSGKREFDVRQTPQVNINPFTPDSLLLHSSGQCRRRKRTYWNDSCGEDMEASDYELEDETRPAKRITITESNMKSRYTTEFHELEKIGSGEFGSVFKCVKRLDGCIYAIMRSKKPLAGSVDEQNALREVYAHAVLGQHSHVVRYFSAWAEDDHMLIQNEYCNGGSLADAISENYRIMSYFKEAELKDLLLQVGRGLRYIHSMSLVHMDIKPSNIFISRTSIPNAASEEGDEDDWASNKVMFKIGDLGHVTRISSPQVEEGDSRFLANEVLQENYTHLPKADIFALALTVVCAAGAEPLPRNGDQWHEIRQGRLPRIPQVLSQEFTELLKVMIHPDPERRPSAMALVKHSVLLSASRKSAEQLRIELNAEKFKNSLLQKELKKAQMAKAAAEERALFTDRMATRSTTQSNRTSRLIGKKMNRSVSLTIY
eIF4E 4G PPI – inhibitors of eIF4E and eIF4G interaction in translation initiation | AID 782 | P63073+Q04637 | TR-FRET eIF4E-eIF4GI(517-606) binding, 2 h | inhibition, % at 21.7 µM | actives 0.37% (n = 220,000);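 active means inhibition above about 30%, limit read from the data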;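 further: 0% = full FRET control wells and 100% = background wells lacking eIF4GI fragment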
Rad51 HR inh – blocks human Rad51 in homologous recombination. Q06609. hRad51 DNA strand exchange, fluorescence dequenching. actives 0.085% (n = 200,000). AID 1385. inhibition, % at 10 µM;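 active means inhibition above 40% at the single screening dose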;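 further: 0% = DMSO control wells and 100% = blanks with heterologous ssDNA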
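System: human Rad51 nucleoprotein filaments preassembled on unlabelled ssDNA. Reagent: labelled 47-mer dsDNA for strand exchange. Schedule: 30-min compound preincubation and 15-min exchange, both room temperature. Measured by: FRET fluorescence dequenching, excitation 485 nm, emission 520 nm. Read-out: Fluorescence-based percent inhibition, control- and blank-normalised. Benchmarks: plate controls and plate blanks.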
FXIa inh 1536 – inhibitors of human coagulation factor XIa | P03951 | purified FXIa, Boc-Glu-Ala-Arg-AMC fluorogenic substrate | inhibition, % at 5 µM | actives 0.14% (n = 220,000) | AID 798;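 active means inhibition of at least 40%; inactive means inhibition below 40%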;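 further: fluorescence of freed AMC excited at 355 nm; 0% = enzyme without compound and 100% = no enzyme blank; many of its hits are not listed in these tables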
14-3-3 Bad inh – disrupts binding of bovine 14-3-3 zeta to phospho-Bad peptide; TR-FRET 14-3-3zeta/Dy647-pBad peptide displacement, 1 h; AID 781; P63103; inhibition, % at 21.7 µM; actives 0.71% (n = 220,000);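 active means inhibition above about 70%, limit read from the data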;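 further: 0% = full 14-3-3 plus peptide FRET controls and 100% = background without 14-3-3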
* marks the source's active call; other numbers are inactive results; [ ] = remark or other dose. The order is random; 3.5% or so of the library scored in one or more.

Screening CC(C)(Oc1ccc(Cl)cc1)C(=O)OCn1nnc2ccccc2c1=O returned Mdm2 ligase inh -14, KLK5 inh -26, p97 ATPase inh -1, FXIIa inh 13, Wee1 degr inh 0, eIF4E 4G PPI 2, Rad51 HR inh -7, FXIa inh 1536 3 and 14-3-3 Bad inh -5.
`CC1(C)CC(=O)/C(=C(\O)CCCN2C(=O)c3ccccc3C2=O)C(=NCCO)C1` gave Mdm2 ligase inh 2, KLK5 inh 0, p97 ATPase inh 1, FXIIa inh 6, Wee1 degr inh -3, eIF4E 4G PPI 3, Rad51 HR inh 1, FXIa inh 1536 -2 and 14-3-3 Bad inh -5.
For Oc1ccc2cc(Br)ccc2c1CN1CCCC1 the results were Mdm2 ligase inh -7, KLK5 inh -8, p97 ATPase inh 3, FXIIa inh 0, Wee1 degr inh -5, eIF4E 4G PPI 2, Rad51 HR inh -10, FXIa inh 1536 -1 and 14-3-3 Bad inh 1.
Cc1cc(C)c(NS(=O)(=O)c2ccc(NC(=O)/C=C/C(=O)O)cc2)c(C)c1 was read as Mdm2 ligase inh 0, KLK5 inh -5, p97 ATPase inh 0, FXIIa inh 1, Wee1 degr inh 5, eIF4E 4G PPI 3, FXIa inh 1536 -2 and 14-3-3 Bad inh -6[fluorescence artefact?].
For CCCCOc1ccc(C(=O)N/C(=C\c2cccc([N+](=O)[O-])c2)C(=O)OC(C)C)cc1 the results were Mdm2 ligase inh 6, KLK5 inh -11, p97 ATPase inh -1, FXIIa inh 4, Wee1 degr inh -2, eIF4E 4G PPI -8, FXIa inh 1536 -15 and 14-3-3 Bad inh -9.
Cc1ccccc1NC(=S)N(Cc1ccco1)C(C)c1cccs1 (stereo not drawn) was read as Mdm2 ligase inh -15, KLK5 inh 2, p97 ATPase inh 0, FXIIa inh 9, Wee1 degr inh 2, eIF4E 4G PPI -4, Rad51 HR inh 1, FXIa inh 1536 0 and 14-3-3 Bad inh -17.
Cc1cc(NC(=O)Cn2nc([N+](=O)[O-])c(Br)c2C)no1 was read as Mdm2 ligase inh 3, KLK5 inh 2, p97 ATPase inh 4, FXIIa inh 5, Wee1 degr inh -1, eIF4E 4G PPI 2, Rad51 HR inh -2, FXIa inh 1536 -3 and 14-3-3 Bad inh -8.
`CSc1nnc2n(-c3ccc(C)cc3)c(=O)c3c4c(sc3n12)COC(C(C)C)C4` (stereo not drawn) gave Mdm2 ligase inh -14, KLK5 inh -8, p97 ATPase inh 0, FXIIa inh 14, Wee1 degr inh 1, eIF4E 4G PPI 1, Rad51 HR inh 7, FXIa inh 1536 6 and 14-3-3 Bad inh 5[fluorescence artefact?].
For COc1ccc(Nc2ncnc3sc(-c4ccccc4)cc23)cc1OC the results were Mdm2 ligase inh -10, KLK5 inh -10, p97 ATPase inh -1, FXIIa inh 2, Wee1 degr inh 0, eIF4E 4G PPI 12, Rad51 HR inh 4, FXIa inh 1536 3 and 14-3-3 Bad inh -14[fluorescence artefact?].
Cc1cccc2sc(NNC(=O)c3cc(=O)c4ccccc4o3)nc12 was read as Mdm2 ligase inh -4, KLK5 inh -8, p97 ATPase inh 13, FXIIa inh 3, Wee1 degr inh 1, eIF4E 4G PPI -3, FXIa inh 1536 1 and 14-3-3 Bad inh -13.
Cc1cc(NC(=O)CN2C(=O)NC(Cc3ccccc3)C2=O)no1 (stereo not drawn) was read as Mdm2 ligase inh 1, KLK5 inh 0, p97 ATPase inh 2, FXIIa inh 8, Wee1 degr inh 1, eIF4E 4G PPI -1, Rad51 HR inh -3, FXIa inh 1536 -5 and 14-3-3 Bad inh -5.
`COc1ccc(C(=O)NNS(=O)(=O)c2ccc(C)cc2)cc1` gave Mdm2 ligase inh 3, KLK5 inh -6, p97 ATPase inh 7, FXIIa inh 8, Wee1 degr inh 0, eIF4E 4G PPI 0, Rad51 HR inh 1, FXIa inh 1536 10 and 14-3-3 Bad inh 9.
COc1ccc(NC(=O)CC2SC(=NCc3ccccc3OC)NC2=O)cc1 (stereo not drawn) was read as Mdm2 ligase inh 8, KLK5 inh 4, p97 ATPase inh -3, FXIIa inh 10, Wee1 degr inh 4, eIF4E 4G PPI 6[fluorescence artefact?], Rad51 HR inh -5, FXIa inh 1536 2 and 14-3-3 Bad inh 7.
For CCN(CC)c1ccc(C=Nc2ccc(C)cc2C)c(O)c1 the results were Mdm2 ligase inh -23, KLK5 inh 5, p97 ATPase inh 7, FXIIa inh 4, Wee1 degr inh -2, eIF4E 4G PPI 4, Rad51 HR inh 0, FXIa inh 1536 -1 and 14-3-3 Bad inh -6.
Screening COc1ccc(S(=O)(=O)NN(C)c2ncc(C(F)(F)F)cc2Cl)cc1 returned Mdm2 ligase inh 36*, KLK5 inh -4, p97 ATPase inh 2, FXIIa inh 3, Wee1 degr inh -4, eIF4E 4G PPI 0, Rad51 HR inh -12, FXIa inh 1536 -4 and 14-3-3 Bad inh -12.
Cc1cccc(Cn2ncc(Cl)c(Cl)c2=O)c1 was read as Mdm2 ligase inh -15, KLK5 inh 13, p97 ATPase inh 5, FXIIa inh 10, Wee1 degr inh 1, eIF4E 4G PPI -4, Rad51 HR inh -15, FXIa inh 1536 -5 and 14-3-3 Bad inh -15.
`Cc1noc(C)c1COC(=O)c1ccccc1NC(=O)c1ccco1` gave Mdm2 ligase inh -9, KLK5 inh 3, p97 ATPase inh 3, FXIIa inh 12, Wee1 degr inh -1, eIF4E 4G PPI 1, FXIa inh 1536 1 and 14-3-3 Bad inh -3.
CC(=O)c1c(N2CCCCC2)nc(=S)n(-c2ccccc2)c1C was read as Mdm2 ligase inh -10, KLK5 inh 2, p97 ATPase inh 6, FXIIa inh 8, Wee1 degr inh -2, eIF4E 4G PPI 15, Rad51 HR inh -15, FXIa inh 1536 -4 and 14-3-3 Bad inh -16.
Screening O=C(CC12CC3CC(C1)CC(CC(=O)N1CCCC1)(C3)C2)N1CCCC1 returned Mdm2 ligase inh -22, KLK5 inh -15, p97 ATPase inh 4, FXIIa inh 10, Wee1 degr inh 3, eIF4E 4G PPI -6, Rad51 HR inh 6, FXIa inh 1536 1 and 14-3-3 Bad inh 8.
`CCn1c(=O)cc(OCC(=O)N(C)C2CCCCC2)c2ccccc21` gave Mdm2 ligase inh -7, KLK5 inh -3, p97 ATPase inh -4, FXIIa inh 13, Wee1 degr inh -1, eIF4E 4G PPI 5, Rad51 HR inh -2, FXIa inh 1536 -1 and 14-3-3 Bad inh 16.

Sorted by SMILES length (largest number first): three of the compounds above
Screening COc1ccc(S(=O)(=O)NN(C)c2ncc(C(F)(F)F)cc2Cl)cc1 returned Mdm2 ligase inh 36*, KLK5 inh -4, p97 ATPase inh 2, FXIIa inh 3, Wee1 degr inh -4, eIF4E 4G PPI 0, Rad51 HR inh -12, FXIa inh 1536 -4 and 14-3-3 Bad inh -12.
Cc1cccc2sc(NNC(=O)c3cc(=O)c4ccccc4o3)nc12 was read as Mdm2 ligase inh -4, KLK5 inh -8, p97 ATPase inh 13, FXIIa inh 3, Wee1 degr inh 1, eIF4E 4G PPI -3, FXIa inh 1536 1 and 14-3-3 Bad inh -13.
`COc1ccc(C(=O)NNS(=O)(=O)c2ccc(C)cc2)cc1` gave Mdm2 ligase inh 3, KLK5 inh -6, p97 ATPase inh 7, FXIIa inh 8, Wee1 degr inh 0, eIF4E 4G PPI 0, Rad51 HR inh 1, FXIa inh 1536 10 and 14-3-3 Bad inh 9.

(cont.)
For CCCCNC(=S)NNC(=O)c1sccc1C the results were Mdm2 ligase inh -3, KLK5 inh -19, p97 ATPase inh 2, FXIIa inh 4, Wee1 degr inh -1, eIF4E 4G PPI -5, Rad51 HR inh 2, FXIa inh 1536 -7 and 14-3-3 Bad inh -2.
For CCC(=O)c1cc(F)c(N2CCN(S(=O)(=O)c3ccc(C)cc3)CC2)cc1C the results were Mdm2 ligase inh -9, KLK5 inh 5, p97 ATPase inh -8, FXIIa inh 8, Wee1 degr inh -4, eIF4E 4G PPI -3, Rad51 HR inh -3, FXIa inh 1536 -4 and 14-3-3 Bad inh 7.
`COC(=O)c1ccc(C)c(NC(=O)CCc2ccc(OC)cc2)c1` gave Mdm2 ligase inh -3, KLK5 inh -10, p97 ATPase inh 5, FXIIa inh 10, Wee1 degr inh -1, eIF4E 4G PPI -1, FXIa inh 1536 5 and 14-3-3 Bad inh -4[fluorescence artefact?].
CC(C)(C)S(=O)(=O)c1cnc(-c2ccc(Cl)cc2)nc1N was read as Mdm2 ligase inh -11, KLK5 inh 0, p97 ATPase inh -2, FXIIa inh 7, Wee1 degr inh 4, eIF4E 4G PPI -1, Rad51 HR inh 19, FXIa inh 1536 2 and 14-3-3 Bad inh 0.
Screening N#Cc1ccc(S(=O)(=O)N2CCc3[nH]c4ccc(F)cc4c3C2)cc1 returned Mdm2 ligase inh -6, KLK5 inh -1, p97 ATPase inh 7, FXIIa inh 5, Wee1 degr inh -4, eIF4E 4G PPI -3, FXIa inh 1536 -1 and 14-3-3 Bad inh -11.
CC(C)C(=O)Nc1ccc(NC(=S)NC(=O)c2cc3ccccc3o2)cc1 was read as Mdm2 ligase inh 2, KLK5 inh -22, p97 ATPase inh 4, FXIIa inh 2, Wee1 degr inh 2, eIF4E 4G PPI 0, Rad51 HR inh 9, FXIa inh 1536 -4 and 14-3-3 Bad inh -8.
Screening O=C(NC1CCCCCCC1)c1c(O)c2ccccc2[nH]c1=O returned Mdm2 ligase inh -5, KLK5 inh -3, p97 ATPase inh -4, FXIIa inh 0, Wee1 degr inh -3, eIF4E 4G PPI -29, Rad51 HR inh 4, FXIa inh 1536 5 and 14-3-3 Bad inh 36[fluorescence artefact?].
Nc1cc(=O)[nH]c(SCC(=O)Nc2cc(S(=O)(=O)N3CCOCC3)ccc2Cl)n1 was read as Mdm2 ligase inh 10, KLK5 inh -2, p97 ATPase inh 3, FXIIa inh 6, Wee1 degr inh -1, eIF4E 4G PPI -6, Rad51 HR inh 5, FXIa inh 1536 0 and 14-3-3 Bad inh 1.
For O=C(CNC1CCCCC1)Nc1cc(S(=O)(=O)N2CCOCC2)ccc1Cl the results were Mdm2 ligase inh -10, KLK5 inh 4, p97 ATPase inh -7, FXIIa inh 5, Wee1 degr inh 1, eIF4E 4G PPI -5, Rad51 HR inh -2, FXIa inh 1536 0 and 14-3-3 Bad inh -2.
`Cc1ccc(NC(=O)N2CCOCC2)c(C)c1` gave Mdm2 ligase inh -12, KLK5 inh 10, p97 ATPase inh 5, FXIIa inh 3, Wee1 degr inh 1, eIF4E 4G PPI -1, Rad51 HR inh -10, FXIa inh 1536 -6 and 14-3-3 Bad inh -5.
For Cc1ccc(SCC(=O)NCCSC(C)(C)C)cc1 the results were Mdm2 ligase inh -10, KLK5 inh 4, p97 ATPase inh -2, FXIIa inh 10, Wee1 degr inh 2, eIF4E 4G PPI -3, FXIa inh 1536 5 and 14-3-3 Bad inh 11.
COc1ccc(OC)c(-c2cc(C(=O)NCc3ccco3)no2)c1 was read as Mdm2 ligase inh -6, KLK5 inh -20, p97 ATPase inh -1, FXIIa inh -20, Wee1 degr inh 3, Rad51 HR inh -2 and FXIa inh 1536 -20.

Bioassay records: PubChem, several laboratories
